# Screening data (PubChem)
# KCNH2 3.1 inh – KCNH2 3.1 (human) potassium channel inhibition; U2OS KCNH2 3.1, thallium flux FluxOr; active compounds read low; activity change, % (tested at about 1.8 µM); 340,000 compounds, 0.95% hits;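 active means maximum activity change below -70%; inconclusive means maximum activity change from -70% to -50%; inactive means maximum activity change above -50%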;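 further: thallium influx rate constant from kinetic fluorescence after stimulation buffer; on the % scale 0 is the no-effect control and ±100 the full control effect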
#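 Thallium flux read-out: FluxOr dye with Red40 quencher in HBSS/HEPES, 45 min at RT. Rate constants from kinetic reads were normalized to positive and negative DMSO controls. Cells: U2OS virally expressing the 3.1 isoform.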
# Menin MLL FP TR – menin-MLL binding inhibition, Texas Red mutant peptide | O00255 | Menin + Texas Red MLL mutant peptide, fluorescence polarization | Potency, µM (doses to about 61.6 µM), inactives show at the highest dose FP activity change, negative = inhibition, hits mostly inhibitors | 270,000 compounds, 0.23% hits; active means well fitted inhibition curve with a large enough effect in the polarisation, with a control signal flat, not every such curve was filed as active; inconclusive means small, poorly fitted or top-dose-only effect, or effect the other way, or a change in a side signal; inactive means no such curve, though single readings can be large or run the other way; the % refers to the polarisation; further: potency means the concentration at half of the fitted maximal effect; % of control where 0% means no effect; many of its hits are not listed in these tables
# ELG1 repair inh – ELG1-dependent DNA repair inhibition; HEK293T ELG1-luciferase reporter, luminescence, 16 h; DNA damage induced by 5-fluorouridine; Potency, µM (top dose mostly 46.1 µM), without a hit: at the highest dose activity change, negative = inhibition, hits mostly inhibitors; 330,000 compounds, 2.3% hits; AID 504467; further: potency means the concentration at half of the fitted maximal effect; on the % scale 0 is the no-effect control and ±100 the full control effect; nearly all actives have a fitted effect of over 55% in size
#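 DMSO vehicle served as the neutral condition. Each well held 2,000 cells given 5-fluorouridine plus compound; after 16 hr at 37 °C/5% CO2, ONE-Glo was added and luciferase measured 30 min later.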
# Gal4-VP16 FLuc – Gal4-VP16 reporter inhibition counter-screen; Drosophila S2 Gal4-VP16 UAS-luciferase, luminescence, 20 h; Potency, µM (series often up to 53.6 µM), for inactives: top-dose activity, negative = inhibition, hits mostly inhibitors; 310,000 compounds, 3.5% hits; AID 2546;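 further: Gal4-VP16 expression switched on by copper sulfate through the metallothionein promoter; potency means the concentration at half of the fitted maximal effect; on the % scale 0 is the no-effect control and ±100 the full control effect; nearly all actives have a fitted effect of over 50% in size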
# NPC1 promoter act – activators of NPC1 promoter; Huh7 NPC1 promoter luciferase reporter, 24 h; Potency, µM (titrated, usually from 9.22 µM), for the others: at the highest dose activation, hits mostly activators; 320,000 compounds, 2.4% hits; AID 485313;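 further: potency means the concentration at half of the fitted maximal effect; % of control where 0% means no effect; nearly all actives have a fitted effect of over 60% in size; reporter is driven by a mutant NPC1 promoter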
#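 Huh7 reporter cells (NPC1 promoter driving luciferase) are dosed with compound for 24 h at 37 °C, 5% CO2; luciferase detection reagent is then added and luminescence measured after 10 min at ambient temperature.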
# Mito fusion act – blocks mitochondrial division or promotes mitochondrial fusion. AID 485298. S. cerevisiae fusion-defective mutant growth rescue, CellTiterGlo 48 h. Potency, µM (highest dose often 46.1 µM), for the others: at the highest dose growth rescue (activation), actives largely listed as activators. 320,000 compounds, 0.23% hits;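 further: potency means the concentration at half of the fitted maximal effect; % of control where 0% means no effect; nearly all actives have a fitted effect of over 45% in size; temperature-sensitive fusion mutants such as fzo1-1 at 37 °C on non-fermentable ethanol glycerol medium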
#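 Growth-rescue viability read-out: after 48 h at the non-permissive 37C in glycerol/ethanol YPEG, yeast mitochondrial fusion mutants are measured by CellTiterGlo luminescence; compounds (23 nl pinned per well) restoring growth score as division inhibitors or fusion activators.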
# MBNL1-CUG inh – MBNL1-poly(CUG) RNA binding inhibition. TR-FRET MBNL1-His/biotin-(CUG)12 binding, 665/545 ratio. Potency, µM (doses to about 57.5 µM), inactives show top-dose activity change, negative = inhibition, hits mostly inhibitors. 280,000 compounds, 0.036% hits. AID 2675; active means well fitted inhibition curve with a large enough effect in the signal ratio, with a control signal flat, not every such curve was filed as active; inconclusive means small, poorly fitted or top-dose-only effect, or effect the other way, or a change in a side signal; inactive means no such curve, though single readings can be large or run the other way; the % refers to the signal ratio; further: potency means the concentration at half of the fitted maximal effect; on the % scale 0 is the no-effect control and ±100 the full control effect
# Target sequence (Q9NR56 whole entry, looked up): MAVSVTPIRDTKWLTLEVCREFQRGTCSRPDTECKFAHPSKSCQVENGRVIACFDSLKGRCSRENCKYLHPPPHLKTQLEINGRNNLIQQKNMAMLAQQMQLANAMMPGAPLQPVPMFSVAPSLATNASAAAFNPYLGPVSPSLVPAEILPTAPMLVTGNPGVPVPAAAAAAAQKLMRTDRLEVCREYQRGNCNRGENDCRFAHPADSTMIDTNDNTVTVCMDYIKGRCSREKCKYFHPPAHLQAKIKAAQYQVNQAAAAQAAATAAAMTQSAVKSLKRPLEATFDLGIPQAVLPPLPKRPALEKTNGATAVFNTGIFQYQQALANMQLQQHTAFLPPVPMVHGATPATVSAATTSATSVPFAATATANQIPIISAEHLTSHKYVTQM
#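 Compounds (final 92 nM to 58 uM) are added to His-tagged MBNL1 and biotin-(CUG)12, then terbium anti-His antibody and streptavidin-XL665 (5 nM final). After 60 min at room temperature, the 665/545 nm ratio is read.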
# PKM2 act – increases activity of human pyruvate kinase M2. P14618. purified PKM2, Kinase-Glo ATP luminescence, activation; response scale: 0% is enzyme alone, no compound. Potency, µM (highest dose often 57.5 µM), for inactives: at the top dose activation, actives largely listed as activators. 260,000 compounds, 0.34% hits; further: potency means the concentration at half of the fitted maximal effect; on the % scale 0 is the no-effect control and ±100 the full control effect; nearly all actives have a fitted effect of over 55% in size
#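 Purified hPK-M2 (>95%) run at intermediate activity with 0.1 mM ADP and 0.5 mM PEP in 50 mM imidazole pH 7.2, KCl, MgCl2; 1 h room temperature. ATP formed read by Kinase-Glo luminescence; normalized to uninhibited and no-enzyme controls.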
# FLuc modulator – counter-screen for miR-21 project: firefly luciferase inhibitors or activators | P08659 | purified FLuc, Km substrates, luminescence inhibition | Potency, µM (top dose mostly 57.5 µM), for the others: top-dose activity change, negative = inhibition, most hits filed as inhibitors | 360,000 compounds, 6.9% hits;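 further: potency means the concentration at half of the fitted maximal effect; plate controls were vehicle for no effect and reference inhibitor for full effect; nearly all actives have a fitted effect of over 55% in size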
#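 Purified P. pyralis luciferase, 10 nM final, with Km-level 10 uM D-luciferin and 10 uM ATP in 50 mM Tris acetate pH 7.5, 10 mM Mg acetate, 0.01% Tween-20, 0.05% BSA; 6-point qHTS titration about 60 µM downward; luminescence read.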
# Rab9 prom act – activators of Rab9 promoter. Potency, µM (doses to about 9.22 µM), without a hit: at the highest dose activation, negative = inhibition, most hits filed as activators. Huh7 Rab9 promoter-luciferase reporter, luminescence, 24 h. 320,000 compounds, 2.8% hits; further: potency means the concentration at half of the fitted maximal effect; % of control where 0% means no effect; nearly all actives have a fitted effect of over 60% in size
#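 Luminescence from Amplite-detected luciferase (10 minutes, ambient) reports Rab9 promoter activation. Before that, stable Rab9-luciferase Huh7 cells (1500/well, reduced-serum OP-MEM I plus 10% FBS) were exposed to compound for 24 hours at 37C.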
# RORgamma inh – inhibitors of mouse ROR gamma transcriptional activity | Potency, µM (titrated, usually from 53.6 µM), for inactives: top-dose activity change, negative = inhibition, most hits filed as inhibitors | P51450 | Drosophila S2 Gal4-RORgamma UAS-luciferase reporter, 20 h | 310,000 compounds, 5.4% hits; further: potency means the concentration at half of the fitted maximal effect; on the % scale 0 is the no-effect control and ±100 the full control effect; nearly all actives have a fitted effect of over 60% in size
# Target sequence (P51450 whole entry, looked up, the tested form may be a part): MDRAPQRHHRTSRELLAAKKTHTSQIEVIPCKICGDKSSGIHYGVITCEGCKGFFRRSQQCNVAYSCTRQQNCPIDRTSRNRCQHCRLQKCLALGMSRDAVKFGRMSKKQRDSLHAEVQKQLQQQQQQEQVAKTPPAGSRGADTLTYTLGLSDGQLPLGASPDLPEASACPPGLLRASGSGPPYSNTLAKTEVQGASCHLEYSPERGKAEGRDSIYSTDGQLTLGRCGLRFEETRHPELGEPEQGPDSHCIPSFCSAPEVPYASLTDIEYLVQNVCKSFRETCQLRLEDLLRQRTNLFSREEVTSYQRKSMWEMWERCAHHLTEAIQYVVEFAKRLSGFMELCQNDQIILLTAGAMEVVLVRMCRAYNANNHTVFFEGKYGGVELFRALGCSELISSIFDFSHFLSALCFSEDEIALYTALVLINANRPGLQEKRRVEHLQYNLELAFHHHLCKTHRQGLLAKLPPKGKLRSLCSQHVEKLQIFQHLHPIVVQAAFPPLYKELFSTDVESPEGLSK
#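 Stable Schneider cell line, Gal4 DNA-binding domain fused to ROR gamma, UAS-luciferase. Cmpd 1 hr RT → CuSO4 700 uM final → 20 hr RT → luciferase reagent 10 min → luminescence.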
# * marks the source's active call; other numbers are inactive results; ? = inconclusive; . = not tested or not shown; [ ] = another dose, or the depositor's remark. Unless noted, the call rests on the fitted dose curve; in most records, active means well fitted curve in the direction sought with a large enough effect; inconclusive means small, poorly fitted or top-dose-only effect, or another doubt; inactive means no such curve, though single readings can be large; an effect the other way counts as inactive or inconclusive. This is a subset; rates above refer to the full screens.
SMILES,KCNH2 3.1 inh,Menin MLL FP TR,ELG1 repair inh,Gal4-VP16 FLuc,NPC1 promoter act,Mito fusion act,MBNL1-CUG inh,PKM2 act,FLuc modulator,Rab9 prom act,RORgamma inh
CC(C)c1nc(CNC(=O)CC2C(=O)NCCN2Cc2ccc(F)cc2Cl)cs1 (stereo unspecified),-7.5,.,-19.0%,-1.9%,3.0%,0.4%,6.1%,26.3%,0.5%,11.9%,24.9%
Nc1nonc1-n1nnc(C(=O)N/N=C/c2ccccc2Cl)c1-c1ccc2c(c1)OCO2,12.5,.,?,-21.8%,-5.1%,-2.1%,-4.4%,.,-6.6%,-1.7%,18.6%
C=CCN1C=C2C(=O)C(C)(OC(=O)C3CCCC3)C(=O)C(c3ccccc3)=C2C=C1CCCC(=O)OC (stereo unspecified),0.4,1.6%[11.7 µM],0.4%,-3.7%,-4.2%,-3.6%,?,-8.4%[11.5 µM],-2.6%,-0.5%,0.3%
O=C(CSc1nc(=O)n(CCN2CCOCC2)c2c1CCCC2)Nc1cccc([N+](=O)[O-])c1,-17.9,.,-21.0%,.,-1.7%,-2.0%,.,.,7.1%,-0.3%,.
O=C(COc1cccc2c1CCNC2=O)Nc1cccc(F)c1,21.2,.,?,.,4.9%,7.9%,.,.,-6.6%,0.3%,.
Cc1noc(COc2ccccc2OCC(N)=O)c1Cl,7.7,-0.2%,5.6%,-8.2%,-0.4%,0.0%,-1.0%,7.6%,15.9%,-8.5%,13.6%
Cc1cc(C)n(CC(=O)NN)n1,-1.3,5.0%,1.5%,-3.4%,-1.4%,8.7%,0.6%,?,0.4%,-0.9%,-12.4%
COC(=O)c1cn(C)c2ccc(S(=O)(=O)N3CC(C)CC(C)C3)cc2c1=O (stereo unspecified),-12.7,-0.6%,16.7%,1.2%,-5.0%,3.5%,13.7%,-4.0%,-2.9%,6.4%,3.0%
COCCNC(=O)C1CC(=O)N(c2ccc(OC)cc2)C1c1ccc(OC)cc1 (stereo unspecified),1.8,-7.4%,18.5%,-0.2%,-2.9%,-15.5%,-11.7%,-4.5%,-4.2%,-2.3%,-1.2%
CCCCNCc1cc(OCC)c(OCC)cc1Br,-1.3,-9.7%,0.0%,-19.2%[10 µM],-2.0%,-2.2%,-11.3%,-2.8%,5.8%,-2.3%,-12.1%
Cc1ccc(S(=O)(=O)N2[C@@H](c3ccccc3)C(C(=O)O)=CC[C@H]2c2ccc(C(C)C)cc2)cc1,3.8,.,17.5%,.,-0.3%,10.8%,.,.,6.0%,-8.7%,.
Cc1ccccc1-n1c(=O)cc(N2CCCCCC2)[nH]c1=O,-5.5,-10.4%,5.0%,-7.7%,-1.1%,-2.4%,-8.3%,-15.2%,-0.4%,-2.1%,19.4%
CC(O)CSc1nc2c(c(=O)[nH]c(=O)n2C)n1Cc1ccccc1Cl (stereo unspecified),1.8,-0.4%,21.9%,13.1%,2.5%,1.1%,-9.2%,0.7%[11.5 µM],0.1%,-2.2%,19.0%
COc1ccc(Cl)cc1NC(=S)NCCCN1CCCC1=O,-1.3,2.8%,?,-3.0%,2.5%,8.8%,-0.3%,-13.3%,-1.8%,-5.9%,-4.5%
CN1/C(=C\C(=S)Nc2ccccc2)C(C)(C)c2ccccc21,26.5,?,?,?,-1.3%,16.1%,-7.5%,-6.5%,-4.4%,-16.6%,?
CCCCCc1nc(-c2nonc2N)no1,-40.3,11.3%,6.2%,-6.5%,-2.3%,7.3%,4.8%,0.4%,1.3%,-6.0%,8.3%
CCNC(=S)NNC(=O)c1cc(-c2ccc(OC)cc2)nc2ccccc12,6.2,?,?,3.55µM*,?,-11.4%,86.0%[activator],-22.9%,0.0757µM*,?,1.41µM*
CCOC(=O)c1cc2c(ccn2C)n1CC(=O)Nc1ccc(F)cc1,2.3,3.9%,-10.3%,7.7%,-0.3%,-7.4%,66.7%[activator],4.1%,-0.5%,1.4%,9.3%
COc1cc(OC)c(S(=O)(=O)NCc2cccnc2)cc1NC(C)=O,0.6,6.2%,2.7%,3.5%,-1.0%,11.9%,-6.1%,0.1%,0.1%,-4.0%,18.8%
CSc1sc(C(=O)NC(=O)NCc2ccncc2)c(C)c1-c1ccon1,5.5,.,?,1.7%,-1.2%,-6.3%,?,8.8%,6.7%,-0.7%,4.4%
CCOc1ccc(N2CC(C(=O)N3CC(C)OC(C)C3)CC2=O)cc1 (stereo unspecified),14.3,?,12.7%,-0.2%,0.9%,-2.4%,-4.2%,.,4.3%,-0.8%,-3.5%
Cc1ccn(-c2ccc([N+](=O)[O-])cc2)n1,4.2,11.5%,24.3%,?,0.6%,-8.4%,?,0.2%,-8.0%,-0.9%,?
O=c1c2c(-c3cccs3)csc2ncn1-c1ccccc1,-7.5,-3.6%,-8.7%,?,-4.2%,18.0%,28.7%,16.0%,-3.1%,-5.6%,35.6%
CC(C)CN(C(=O)c1cccc(S(=O)(=O)N2CCN(c3ccc(F)cc3)CC2)c1)C1CCS(=O)(=O)C1 (stereo unspecified),-6.0,.,-3.8%,.,-2.5%,-0.8%,.,.,2.6%,-0.5%,.
C[C@@H]1CCC[C@@]2(O[C@H](CCO)C[C@@H](O)[C@@H]2O)O1,8.4,14.1%,7.1%,0.1%,-2.7%,-4.3%,20.8%,-4.8%,5.6%,-0.5%,-10.7%
O=C(CC1CC2CCC1C2)NCCc1ccc(Cl)cc1 (stereo unspecified),4.0,-8.3%,3.5%,?,-0.1%,9.7%,-2.6%,2.0%,0.0%,1.3%,37.1%
CCN(CC)c1ccc(/C=N/NC(=O)c2ccc([N+](=O)[O-])cc2)cc1,-4.3,?,-7.5%,-4.2%,-3.4%,?,23.2%,0.7%,8.0%,3.1%,-13.4%
CCOC(=O)NNC1CC(=O)N(c2ccccc2)C1=O (stereo unspecified),7.1,21.6%,2.7%,3.9%,-0.1%,-5.0%,-15.2%,1.8%,5.4%,-5.9%,0.1%
Cc1ccc(S(=O)(=O)N2CCCC(C(=O)N3CCCc4ccccc43)C2)cc1 (stereo unspecified),-1.4,?,-11.0%,-0.5%,-1.0%,3.0%,-8.6%,-1.0%,-0.9%,-1.7%,21.7%
Cc1ccccc1NC(=O)OCc1cccnc1Oc1ccc(Cl)cc1,-11.2,0.4%,-13.8%,0.4%,1.1%,27.4%,-14.0%,7.4%,-9.0%,9.6%,?
N#Cc1ccc(-c2ccco2)nc1SCc1ccccc1,-3.2,?,-8.1%,11.3%,2.6%,16.8%,7.7%,1.3%,0.4%,-5.6%,41.9%
O=C(c1cnc2n(c1=O)CCS2)N1CCN(c2ccc(Cl)c(Cl)c2)CC1,8.7,2.2%,-20.9%,-14.1%,-0.8%,-1.4%,-3.1%,0.9%,2.9%,-1.3%,?
Cc1cc2ncc(-c3ccccc3)nc2cc1C,-12.3,-7.7%,?,?,1.26µM*,-18.1%,23.3%,.,0.601µM*,0.794µM*,?
O=[N+]([O-])/C=C1\C=CC=CN1Cc1ccc(Cl)cc1,-28.7,-14.5%,1.0%,0.9%,0.1%,-0.3%,?,.,2.5%,-4.6%[1.84 µM],-9.6%
COc1ccc(OC)c(C2CC(=O)N3CN(c4ccc(C)c(Cl)c4)CSC3=C2C#N)c1 (stereo unspecified),4.0,-8.9%,12.6%,6.3%,-0.3%,3.7%,14.0%,-23.1%,?,3.1%,-28.9%
Cc1ccccc1OCC(=O)N/N=C/c1ccccn1,2.4,-12.8%,-17.6%,6.5%,-5.9%,1.0%,4.7%,0.2%,2.4%,-4.7%,14.1µM*
Cc1ccc(-c2nnc(SC(C)C(=O)NCC3CCCO3)nc2-c2ccc(C)cc2)cc1 (stereo unspecified),-12.1,.,?,.,2.9%,18.2%,.,.,0.2%,0.6%,.
